Source: PubChem (Broad Institute)
C diff growth: C. difficile growth inhibitors, primary screen, HTS. growth activity, negative = inhibition, % at 16 µg/mL (by protocol). 86,000 tested, 0.25% active. AID 1259249, 2017. Clostridium difficile clinical isolate growth, OD600, 24 h; hits give low values;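 active = mean growth activity at or below -80% and every replicate also at or below -80%; inconclusive = mean at or below -80% but some replicate above -80%; inactive = mean growth activity above -80%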;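 also: 0% = DMSO wells and -100% = levofloxacin 16 µg/mL wells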
T cruzi growth: T. cruzi intracellular proliferation inhibitors, primary screen, cell-based, beta-gal Tulahuen parasites, NIH3T3 host, luminescence; inhibition, % at 8.34 µM; T. cruzi beta-gal in NIH3T3, GalScreen luminescence, 90 h; 77,000 tested, 5.9% active; AID 624255, 2012;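 active = mean inhibition above about 93%, with at least 55% of replicates each passing it, limit read from the data, passing the limit was not always enough; inconclusive = only one of those two conditions holds; inactive = neither condition holds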
KDM4C inh: inhibitors of GASC-1 (KDM4C) histone demethylase, primary screen, biochemical, single concentration HTS; Lysine-specific demethylase 4C (Homo sapiens), Q9H3R0; GST-KDM4C 2-372, H3K9me3 peptide, LANCE TR-FRET; inhibition, % at 12.5 µM; 96,000 tested, 0.15% active;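 active = mean replicate inhibition above about 25%, with at least 55% of replicates also reaching it, limit read from the data, passing the limit was not always enough; inconclusive = only one of those two conditions met; inactive = neither condition met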
Target sequence (Q9H3R0 2-372 limits assumed): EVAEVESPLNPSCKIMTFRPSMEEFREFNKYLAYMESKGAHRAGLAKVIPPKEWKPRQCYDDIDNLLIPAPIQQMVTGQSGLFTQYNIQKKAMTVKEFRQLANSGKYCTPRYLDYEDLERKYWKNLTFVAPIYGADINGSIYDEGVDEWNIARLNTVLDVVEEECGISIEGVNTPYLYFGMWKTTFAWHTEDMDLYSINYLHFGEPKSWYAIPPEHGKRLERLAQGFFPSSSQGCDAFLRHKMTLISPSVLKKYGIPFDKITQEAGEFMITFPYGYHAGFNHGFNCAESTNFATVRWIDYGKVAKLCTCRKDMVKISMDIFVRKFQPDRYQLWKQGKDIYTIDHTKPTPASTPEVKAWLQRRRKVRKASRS
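Assay system: GST-GASC-1 enzyme fragment 2-372 | Amount: 10 nM enzyme | Medium: HEPES buffer, pH 7.5, plus ascorbate | Reagent: H3K9me3 peptide substrate, Fe(II), 2-oxoglutarate | Doses: Single-point compound screen | Incubation: 30 min demethylation and 1 h detection at room temperature | Measured by: LANCE TR-FRET, excitation 340 nm, emissions 618 and 671 nm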
Pf Dd2 inh: P. falciparum Dd2 growth inhibitors, primary screen, SYBR Green fluorescence, single dose replicates | 72 h; hits give low values | activity change, % at 10 µM | 94,000 tested, 2.3% active; in the data active = activity change below about -80%; inconclusive = no clear call, values can overlap the other calls
The depositor's hits bear a star; ? = inconclusive; · = not tested or not shown; & = joins results of further samples.

SMILES | C diff growth | T cruzi growth | KDM4C inh | Pf Dd2 inh
CC(C)C#Cc1ccc([C@@H]2[C@@H](CO)N(C(=O)CN(C)C)[C@H]2C#N)cc1 | -10.8 | 26.4 | 0.1 | -0.7
C[C@@H]1CCCCO[C@@H](CN(C)S(=O)(=O)c2cn(C)cn2)[C@@H](C)CN([C@@H](C)CO)C(=O)c2cc(NC(=O)Nc3ccccc3)ccc2O1 | 5.5 | 26.3 | -0.5 | -19.4
C[C@@H]1CN([C@H](C)CO)C(=O)Cc2cc(NC(=O)Cn3cnnn3)ccc2O[C@H]1CN(C)Cc1ccc(Cl)c(Cl)c1 | -12.8 | -5.8 | 0.7 | -14.4
CCC(=O)N(C)C[C@H]1Oc2ncc(C#CCC(C)C)cc2C(=O)N([C@H](C)CO)C[C@@H]1C | -10.3 | -14.3 | 0.1 | 43.6
C[C@@H]1CN([C@@H](C)CO)C(=O)c2cccc(NC(=O)c3nc4ccccc4s3)c2O[C@@H]1CN(C)C(=O)Nc1ccc2c(c1)OCO2 | · | 90.0 | 0.3 | -74.2
COc1ccc(S(=O)(=O)N(C)C[C@H]2Oc3c(NS(=O)(=O)c4c(C)noc4C)cccc3C(=O)N([C@@H](C)CO)C[C@H]2C)cc1 | 1.8 | 34.1 | 1.0 | -13.7
C[C@H]1CCCCO[C@H](CN(C)C(=O)NC2CCCCC2)[C@@H](C)CN([C@@H](C)CO)C(=O)c2cc(NC(=O)c3ccccc3)ccc2O1 | -16.4 | 81.6 | 8.7 | -40.9
C[C@H]1CN([C@@H](C)CO)C(=O)c2cccc(NC(=O)NC3CCCCC3)c2O[C@H]1CN(C)Cc1ccc(C(=O)Nc2ccccc2N)cc1 | · | ? | 1.1 | -73.7
Cc1ccc(S(=O)(=O)Nc2ccc3c(c2)C(=O)N([C@H](C)CO)C[C@H](C)[C@H](CN(C)C(=O)CCCN(C)C)OCCCC[C@@H](C)O3)cc1 | · | 26.4 | 2.7 | 45.4
Cc1ccc(S(=O)(=O)N(C)C[C@@H]2Oc3ccc(NC(=O)Nc4ccc(F)cc4)cc3CC(=O)N([C@@H](C)CO)C[C@H]2C)cc1 | -10.1 | 18.5 | -1.4 | -62.0
C[C@H]1CN([C@@H](C)CO)C(=O)c2cccc(NC(=O)c3ccncc3)c2O[C@H]1CN(C)CC1CC1 | 1.6 | 21.3 | 1.8 | 17.6
CN(C)C(=O)c1cccc(-c2ccc([C@@H]3[C@@H](CO)N(C(=O)C4CCC4)[C@H]3C#N)cc2)c1 | -0.3 | 100.8* | -2.2 | -5.0
C[C@H](CO)N1C[C@H](C)[C@H](CN(C)CC2CC2)Oc2ccc(NC(=O)Cc3cn(C)c4ccccc34)cc2C1=O | -3.5 | 22.0 | 1.3 | -35.8
CCCC(=O)Nc1ccc2c(c1)OC[C@H](C)N(Cc1ccccc1)C[C@@H](C)[C@@H](OC)CN(C)C2=O | · | 17.1 | 0.2 | -4.9
CNC[C@H]1Oc2cc(C#CCOC)ccc2S(=O)(=O)N([C@@H](C)CO)C[C@H]1C | -0.5 | · | 0.9 | -16.6
COc1ccc(CN(C)C[C@@H]2Oc3ccc(NS(=O)(=O)c4cccs4)cc3CC(=O)N([C@@H](C)CO)C[C@H]2C)cc1 | 2.8 | · | 0.6 | -20.3
CCC(=O)N[C@@H]1CC[C@H](CC(=O)OC)O[C@H]1CO | · | -39.0 | -0.5 | 37.3
C[C@@H]1CN([C@@H](C)CO)S(=O)(=O)c2ccc(C#Cc3ccncc3)cc2O[C@@H]1CN(C)CC1CC1 | 1.5 | -2.5 | -0.8 | -55.2
C[C@@H]1CN([C@@H](C)CO)C(=O)c2cc(NC(=O)CCCCCC(=O)Nc3ccccc3N)ccc2O[C@H]1CN(C)Cc1ccc(C(F)(F)F)cc1 | -3.2 | · | -1.3 | -41.3
C[C@@H]1CCCCO[C@H](CN(C)C(=O)CCC(F)(F)F)[C@H](C)CN([C@@H](C)CO)C(=O)c2cc(NS(=O)(=O)c3ccc(Cl)cc3)ccc2O1 | -3.6 | 104.4* | · | -2.2
COCC#Cc1ccc2c(c1)O[C@@H](CN(C)Cc1ccccc1F)[C@@H](C)CN([C@@H](C)CO)S2(=O)=O | -3.2 | 49.5 | -0.9 | -36.4
N#C[C@@H]1[C@H](c2ccc(C3=CCCCC3)cc2)[C@H](CO)N1C(=O)NC1CCCCC1 | -6.3 | 107.0* | 0.4 | 17.5
COc1ccc(-c2cnc3c(c2)C(=O)N([C@H](C)CO)C[C@H](C)[C@H](CN(C)C)O3)cc1 | 3.0&0.7 | 8.4&7.9 | 10.9 | 14.6&1.8
CCNC(=O)C[C@@H]1CC[C@H]2[C@@H](COC[C@H](O)CN2C(=O)Nc2c(C)noc2C)O1 | · | 8.7 | 0.7 | 1.7
CCCNC(=O)N1CC2(C1)[C@@H](c1ccccc1)[C@@H](CO)N2C(=O)C1CC1 | -5.8 | · | -0.6 | -5.1
C[C@H](CO)N1C[C@H](C)[C@@H](CN(C)Cc2ccc3c(c2)OCCN3C)OCc2cn(nn2)CCCC1=O | · | -6.8 | 0.2 | -7.0
CS(=O)(=O)Nc1ccc2c(c1)[C@@H]1C[C@H](CC(=O)NCc3cccnc3)O[C@H](CO)[C@@H]1O2 | -1.9 | · | 1.0 | 13.8
C[C@H](CO)N1C[C@H](C)[C@H](CN(C)C(=O)Nc2ccc(F)cc2)OCCCC[C@H](C)Oc2ccc(NS(C)(=O)=O)cc2C1=O | 11.1 | 39.7 | -0.9 | 21.3
C[C@@H]1CCCCO[C@@H](CN(C)Cc2ccc3c(c2)OCO3)[C@H](C)CN([C@@H](C)CO)C(=O)c2cc(NC(=O)C3CCCCC3)ccc2O1 | -0.4 | 70.8 | -0.4 | -69.0
C[C@@H]1CN([C@H](C)CO)C(=O)c2cccc(NC(=O)C3CCCCC3)c2O[C@@H]1CN(C)C(=O)Nc1ccc(F)cc1 | -2.5 | -15.3 | 0.2 | -16.2
CO[C@@H]1CN(C)C(=O)c2ccc(NC(=O)NC(C)C)cc2OC[C@@H](C)N(Cc2ccccc2)C[C@H]1C | -8.3 | · | 0.5 | -85.0*
O=C(C[C@@H]1C[C@@H]2c3cc(NS(=O)(=O)c4ccc(F)cc4)ccc3O[C@@H]2[C@@H](CO)O1)NCCN1CCCCC1 | -7.6 | 24.9 | -0.7 | -21.1
COc1cccc(-c2ccc3n(c2=O)C[C@@H]2[C@@H](CO)[C@H](C(=O)NCC4CC4)N(C(=O)NC(C)C)[C@H]32)c1 | 1.7 | -3.9 | 3.1 | 0.5
C[C@H]1CN([C@@H](C)CO)C(=O)c2cc(NC(=O)CCCN(C)C)ccc2O[C@@H]1CN(C)Cc1ccc(Oc2ccccc2)cc1 | -11.7 | -63.9 | 2.0 | -13.7
C[C@H](CO)N1C[C@H](C)[C@H](CN(C)S(C)(=O)=O)Oc2ccc(NC(=O)CCC(F)(F)F)cc2CC1=O | -2.2 | -9.1 | 0.0 | 3.3
O=C(Nc1cccc(Cl)c1)N[C@H]1CC[C@H](CCNC(=O)C2CCCC2)O[C@H]1CO | -4.9 | · | -2.1 | -45.7
C[C@@H]1CN([C@@H](C)CO)C(=O)CCCn2nncc2CO[C@@H]1CN(C)Cc1cccc(O)c1 | -1.2 | -0.6 | -1.4 | 14.7
Cc1ccc(S(=O)(=O)Nc2ccc3c(c2)C(=O)N([C@@H](C)CO)C[C@H](C)[C@H](CN(C)C(=O)Nc2ccc4c(c2)OCO4)O3)cc1 | · | 18.8 | 1.6 | 6.8
C[C@@H]1CN([C@H](C)CO)C(=O)Cc2cc(NC(=O)CCN3CCOCC3)ccc2O[C@H]1CN(C)Cc1ccc(Oc2ccccc2)cc1 | -7.0 | 61.1 | 0.2 | -16.2
C[C@H](CO)N1C[C@H](C)[C@H](CN(C)S(=O)(=O)c2cccs2)Oc2ncc(C#Cc3cccc(F)c3)cc2C1=O | 0.5 | 97.7* | -3.4 | -39.4
CN(C[C@@H]1[C@@H](c2ccccc2)[C@H](CO)N1C(=O)c1ccccc1)C(=O)C1CCC1 | -3.6 | 42.3 | 0.7 | 22.0
C[C@H]1CN([C@@H](C)CO)C(=O)Cc2cc(NS(=O)(=O)c3cn(C)cn3)ccc2O[C@@H]1CN(C)C(=O)Nc1ccc(F)cc1 | -1.0 | 0.0 | -0.5 | -17.3
O=C(C[C@H]1CC[C@@H]2[C@H](COC[C@H](O)CN2C(=O)c2ccncc2)O1)NC1CCC1 | 7.0&0.4 | 92.7 | 1.2 | 7.9
O=C(Nc1ccc(-c2ccccc2)cc1)[C@@H]1[C@@H](CO)[C@@H]2Cn3c(cccc3=O)[C@@H]2N1CC1CCCC1 | 8.4 | · | -0.4 | -55.0
C[C@H](NC(=O)C[C@H]1CC[C@H](NC(=O)CN2CCOCC2)[C@H](CO)O1)c1ccccc1 | · | 38.6 | -0.7 | 4.5
COc1ccc(-c2cnc3c(c2)C(=O)N([C@@H](C)CO)C[C@@H](C)[C@@H](CN(C)S(C)(=O)=O)O3)cc1 | -15.0 | 72.4 | -0.4 | -23.4
COc1cccc(NC(=O)N2C[C@H](O)COC[C@@H]3O[C@@H](CC(=O)NCc4ccccc4F)CC[C@H]32)c1 | -2.4&-6.5 | · | 1.0 | 38.1
C[C@@H]1CN([C@H](C)CO)C(=O)Cc2cc(NS(=O)(=O)c3ccccc3)ccc2O[C@@H]1CN(C)CC1CCCCC1 | -14.8 | 23.0 | -0.6 | -19.6

The closing five entries of the section before come first, to join the parts:
SMILES | C diff growth | T cruzi growth | KDM4C inh | Pf Dd2 inh
O=C(Nc1ccc(-c2ccccc2)cc1)[C@@H]1[C@@H](CO)[C@@H]2Cn3c(cccc3=O)[C@@H]2N1CC1CCCC1 | 8.4 | · | -0.4 | -55.0
C[C@H](NC(=O)C[C@H]1CC[C@H](NC(=O)CN2CCOCC2)[C@H](CO)O1)c1ccccc1 | · | 38.6 | -0.7 | 4.5
COc1ccc(-c2cnc3c(c2)C(=O)N([C@@H](C)CO)C[C@@H](C)[C@@H](CN(C)S(C)(=O)=O)O3)cc1 | -15.0 | 72.4 | -0.4 | -23.4
COc1cccc(NC(=O)N2C[C@H](O)COC[C@@H]3O[C@@H](CC(=O)NCc4ccccc4F)CC[C@H]32)c1 | -2.4&-6.5 | · | 1.0 | 38.1
C[C@@H]1CN([C@H](C)CO)C(=O)Cc2cc(NS(=O)(=O)c3ccccc3)ccc2O[C@@H]1CN(C)CC1CCCCC1 | -14.8 | 23.0 | -0.6 | -19.6
C[C@H](CO)N1C[C@H](C)[C@@H](CN(C)S(=O)(=O)c2ccccc2C#N)OCc2cn(nn2)CCCC1=O | 1.3 | · | -0.9 | 39.9
C[C@@H]1CN([C@H](C)CO)C(=O)c2cc(NC(=O)c3ccncc3)ccc2O[C@@H](C)CCCCO[C@H]1CN(C)S(=O)(=O)c1cn(C)cn1 | -4.5 | 22.3 | -1.7 | 26.9
CN1C(=O)c2cc(NC(=O)c3ccc(F)c(F)c3)ccc2OC[C@@H]2O[C@H](CC(=O)N[C@H]3CCN(Cc4ccccc4)C3)CC[C@H]21 | 2.1 | 111.3* | 1.1 | ·
CO[C@@H]1CN(C)C(=O)c2cc(NC(=O)NC(C)C)ccc2OC[C@@H](C)N(C(=O)CN(C)C)C[C@@H]1C | -0.8 | -18.3 | 10.8 | 13.1
N#C[C@@H]1[C@@H](c2ccc(C3=CCCC3)cc2)[C@H](CO)N1C(=O)c1cccc(F)c1 | 11.2 | 61.5 | -3.9 | 10.5
CC(C)NC(=O)N1C[C@@H]2[C@H](c3ccccc31)[C@H](CO)N2C(=O)Nc1ccc(F)cc1 | -2.6 | 6.5 | 0.6 | 1.5
Cn1cnc(CCNC(=O)C[C@H]2CC[C@@H]3[C@H](COC[C@H](O)CN3C(=O)Nc3ccccc3)O2)c1 | -0.8 | 12.9 | 2.0 | 5.0
COc1cccc(C#Cc2ccc([C@@H]3[C@H](C#N)N(C(=O)C4CCC4)[C@H]3CO)cc2)c1 | -7.9 | 89.1 | 0.1 | -49.7
C[C@@H]1CCCCO[C@@H](CN(C)Cc2ccccc2)[C@H](C)CN([C@@H](C)CO)C(=O)c2cc(NC(=O)c3ccncc3)ccc2O1 | -3.6 | 69.7 | 1.7 | 4.3
C/C=C/c1ccc2c(c1)O[C@@H](CN(C)C(=O)Cc1cccnc1)[C@H](C)CN([C@H](C)CO)S2(=O)=O | 0.1 | · | 0.7 | 0.0
C[C@@H]1CN([C@@H](C)CO)S(=O)(=O)c2ccc(-c3ccncc3)cc2O[C@H]1CN(C)C(=O)Nc1ccc(F)cc1 | 4.9 | 101.5* | -2.7 | 4.0
